PV pol inh: poliovirus RNA polymerase inhibition | P03300 | poliovirus polymerase elongation, fluorescence polarization; active compounds read low | % elongation, % (compound at 16.7 µg/mL) | hit rate 0.66% among 150,000; in the data active means % elongation below about 90%; further: some results filed as inactive read as strong as hits
Target sequence (P03300 1749-2209 limits assumed): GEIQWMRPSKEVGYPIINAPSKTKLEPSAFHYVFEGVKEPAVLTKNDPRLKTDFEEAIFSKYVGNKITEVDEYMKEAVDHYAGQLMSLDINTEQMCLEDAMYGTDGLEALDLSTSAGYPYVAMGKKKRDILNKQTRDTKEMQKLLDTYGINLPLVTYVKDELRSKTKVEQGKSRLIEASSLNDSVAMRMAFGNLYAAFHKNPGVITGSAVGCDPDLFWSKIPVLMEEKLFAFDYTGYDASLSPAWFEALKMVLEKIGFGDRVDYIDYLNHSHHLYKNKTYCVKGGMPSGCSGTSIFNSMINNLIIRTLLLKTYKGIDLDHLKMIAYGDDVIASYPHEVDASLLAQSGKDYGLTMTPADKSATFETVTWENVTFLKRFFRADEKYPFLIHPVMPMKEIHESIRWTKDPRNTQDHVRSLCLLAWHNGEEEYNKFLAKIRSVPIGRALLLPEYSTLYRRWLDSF
PV pol inh FP z-score: also measured in PV pol inh; calls as there; z-score; measured here: FP z-score; hits read low
Numbers without * were called inactive. Not all compounds are listed, so the mix of outcomes need not match the whole.

smiles	PV pol inh	PV pol inh FP z-score
CCc1ccc(N2Cc3ccncc3C2=O)cc1	102	-0.3
COc1ccc(NC(=O)c2cc(S(=O)(=O)N3CCCC3)ccc2F)cc1	100	-0.3
CCNc1nc(C)nc2sc3c(c12)CCCC3	98	-0.8
Cc1ccc2nc(NC(=O)CSc3nccn3Cc3ccc(Cl)cc3)sc2c1	111	0.8
NC(=S)Cc1c[nH]c2ccccc12	100	-0.4
CCN(CC(=O)NC1CCS(=O)(=O)C1)CC(=O)c1c(N)n(Cc2ccccc2)c(=O)n(C)c1=O (stereo not given)	99	-0.5
CC(C)CC1CC(C)(C(=O)CSc2n[nH]c(-c3ccccc3)n2)OC1=O (stereo not given)	100	-0.6
CSc1nc2c(Cl)cccc2c2c1c(=O)n(Cc1ccc(Cl)cc1)n2C	100	-0.6
O=c1ccc2cc(S(=O)(=O)NCc3ccc(Br)cc3)ccc2[nH]1	104	-0.7
CC(C)Nc1nc(NC(C)C)nc(C(=O)OCCO)n1	101	0
O=C(CC(C(=O)O)n1cccn1)c1ccc(Br)cc1 (stereo not given)	99	-1.3
Cc1ccc(CNC(=O)CSc2nc3ccccc3o2)cc1	101	-0.2
CCS(=O)(=O)N1CCc2cc(C(=O)Nc3ccc(C)c(Cl)c3)ccc21	113	1.2
C=C(C)CN(CC)C1CCC(CC)CC1 (stereo not given)	98	-0.6
O=C(CN1C(=O)c2cccc3cccc1c23)NC1CCCC1	102	0.1
COC(=O)c1ccc(Cl)cc1NC(=O)Nc1nnc(N(C)Cc2ccccc2)s1	110	0.5
O=C(Nc1nc2n(n1)C(c1ccc(Cl)cc1)C=C(c1ccccc1)N2)c1ccco1 (stereo not given)	100	-1.1
Cc1cccc(-n2nnnc2S(C)(=O)=O)c1	104	0.2
CC(c1ccccc1)N1CCC(c2nc3ccccc3[nH]2)CC1 (stereo not given)	102	-0.2
NC(=O)C[n+]1ccn2c(NC3CCCCC3)c(-c3ccc(N4CCOCC4)cc3)nc2c1	123	3.2
CCOC(=O)c1sc2ncn3c(-c4ccc(C)cc4)nnc3c2c1C	102	-0.1
Cc1nn2c(C)c(C(=O)NC(C)(C)C)cnc2c1-c1ccc(F)cc1	105	-0.1
O=C(CSc1nc(=O)n(Cc2ccco2)c2c1CCC2)NCc1ccccc1	107	0.3
COc1cc2nc(NCCc3cccc(C)c3)n3nc(-c4ccccc4)nc3c2cc1OC	105	0.3
Cc1ccc(SCC(=O)NN=C2CCN(C)CC2)cc1	100	-0.2
O=C(NCSc1nc2ccccc2o1)C(F)(F)F	103	0.3
Cc1ccc(C)c(N2CCN(C(=O)C3CCCN3S(=O)(=O)c3cccc4nsnc34)CC2)c1 (stereo not given)	103	0.3
COc1ccc(-c2ncccc2O)cc1	109	0.7
Cc1cccc(CS(=O)(=O)Cc2ccc(C(=O)NCc3ccc(Cl)cc3)o2)c1	107	0.2
Cn1cc(NC(=O)N2CCc3ccccc3C2)c2ccccc21	101	0.1
CSc1ccc(S(=O)(=O)Nc2c(C)cc(OCC(=O)N3CCOCC3)cc2C)cc1	96	-0.6
O=C(Cc1cnn(-c2ccccc2)c1)c1ccc(O)c(O)c1O	100	-0.3
O=C(/C=C/c1ccccc1Cl)Nc1ncn[nH]1	67*	-3.6*
O=c1/c(=C/c2ccccn2)sc2n1CN(c1ccccc1)CN=2	101	0.1
CC(C)(C)OC(=O)N1CCC(N2CCN(Cc3ccccc3)C(=O)C2=O)CC1	109	0.7
CCOC(=O)CNc1cccc(C(=O)O)c1	102	0.6
COc1ccc(NC(=O)C2(S(=O)(=O)c3ccc(C)cc3)CC2)c(OC)c1	110	0.9
CC(C)(C)C(=O)NCc1ccc2c3c(cccc13)C(=O)N2	97	-0.5
O=C1C(Sc2ccccc2)=C/C(=N/S(=O)(=O)c2cccs2)c2ccccc21	92	-1.9
Cc1cccc(NC(=S)N2CCC(NC(=O)c3ccco3)CC2)c1	101	-0.3
CCOc1ccccc1N1CCN(C(=O)c2cc3c(C)cc(C)cc3[nH]2)CC1	102	0.2
Cc1cc(C)n2c(SC(CNS(=O)(=O)c3ccccc3)c3ccccc3)nnc2n1 (stereo not given)	102	0.1
COc1ccc(N(Cc2cccs2)C(=O)c2ccccc2C)cc1	107	0
c1ccc(COCC(CSc2ccccc2)OCc2ccccc2)cc1 (stereo not given)	96	-0.7
c1ccc(OCCOc2ncnc3ccccc23)cc1	101	-0.4
COC(=O)CSc1nc(N2CCOCC2)nc(N2CCOCC2)n1	101	0
CC1CN(c2ccc(NC(=S)N3CCSCC3)cc2)CC(C)O1 (stereo not given)	102	0.2
Cc1nn(-c2cc(N3CCOCC3)ccc2N)c(=O)c2ccccc12	100	-0.2
O=C(C1CC1)N1CCc2cc(S(=O)(=O)NCCCN3CCCCC3)ccc21	101	-0.6
O=C1CCc2cc(S(=O)(=O)NCc3ccccc3)cc3c2N1CCC3	106	1.2
O=c1cccc2n1CC1CC2CN(CC(O)/C=N/n2cnnc2)C1 (stereo not given)	91	-1.1
CC1C(=O)Nc2ccc(-c3csc(N)n3)cc21 (stereo not given)	97	-0.6
N/C(=N/c1nc2ccccc2o1)NC(=O)/C=C/c1ccccc1	100	-0.4
O=C(CCn1nc(-c2ccccc2)c2ccccc2c1=O)Nc1ccccc1	106	0.3
CCCCN(CCCC)CCNC(=O)CN1C(=O)CSc2ccc(S(=O)(=O)N3CCCCC3)cc21	105	-1.4
O=CNCCc1nc2ccccc2n1Cc1ccccc1	100	-0.9
O=C(CCC1CCCC1)N1CCN(CC2CC=CCC2)CC1 (stereo not given)	104	0.1
CCCC(C(=O)NCc1ccccn1)N1Cc2ccccc2C1=O (stereo not given)	103	0.6
CC(C)C(C(=O)Nc1ccc(S(=O)(=O)Nc2ncccn2)cc1)N1C(=O)c2ccccc2C1=O (stereo not given)	103	0.4
Clc1ccccc1-c1nnc2cccc(Cl)n12	99	-0.3

Continuation:
smiles	PV pol inh	PV pol inh FP z-score
O=C(OCCN1C(=O)c2ccccc2C1=O)c1cc2ccccc2o1	98	-0.7
CC1CCc2nc3ncn(Cc4ccccc4F)c(=O)c3cc2C1 (stereo not given)	104	-0.5
CCc1ccc(N2C(=O)C3N=NN(CCc4ccc(OC)cc4)C3C2=O)cc1 (stereo not given)	102	0.7
CCC(CO)Nc1ncnc2onc(C)c12 (stereo not given)	105	0.5
O=C(O)Cc1sc(Nc2ccccc2Cl)nc1-c1ccccc1	106	0.5
COC(=O)C1=C(C(F)(F)F)OC(C)=C(C#N)C1c1ccccc1-c1ccccc1 (stereo not given)	106	0.4
CCOc1ccc(S(=O)(=O)NCC(c2ccc(N(C)C)cc2)N2CCc3ccccc32)cc1 (stereo not given)	110	0.7
CCOC(=O)c1cccc(N2Cc3ccncc3C2=O)c1	102	0.5
Nc1sc2c(c1C(=O)NC1CCS(=O)(=O)C1)CCCC2 (stereo not given)	101	-0.3
COc1ccc(NC(=O)Cn2c(=O)n(Cc3nc(-c4ccccc4)no3)c(=O)c3cc4c(cc32)OCO4)c(OC)c1	111	0.6
CCOc1ccc(NC(=O)Nc2c(C)n(C)n(-c3ccccc3)c2=O)cc1	105	-0.9
O=C(NCCc1ccccc1)Nc1cnc2ccccn2c1=O	100	-1.1
COC(=O)c1ccc2c(c1)N(Cc1cc(C)ccc1C)C(=O)c1ccccc1S2(=O)=O	102	-0.1
CC(C)NC(=O)CCn1c(=O)c2cccn2c2cccnc21	101	-0.6
CCOC(=O)C(CC)Sc1ncnc2c1c(-c1ccccc1)cn2-c1ccc(OC)cc1 (stereo not given)	105	0.1
O=C(Cn1c(=O)n(-c2ccccc2Cl)c(=O)c2sc3ccccc3c21)NC1CCCCC1	108	1.2
COc1ccc(-n2nc(C(=O)NCCCN3CCCC3=O)c3c4ccccc4n(C)c3c2=O)cc1Cl	101	0.6
Oc1c(C(Nc2ccccn2)c2ccccc2F)ccc2cccnc12 (stereo not given)	115	1.8
COc1cc2c(cc1OC)CN(C(=O)c1ccc(Cl)c(S(=O)(=O)NCc3ccco3)c1)CC2	105	0.4
N=C(N)SCc1csc(N)n1	87*	-1.5*
Cc1ccc(NS(=O)(=O)c2ccc3oc(=O)c4ncn(C)c4c3c2)cc1C	103	-0.6
CC1CC(Nc2ccccc2)c2ccccc2N1C(=O)c1ccco1 (stereo not given)	103	0.3
COCCNC(=O)CCCN1C(=O)CCn2nc(-c3cccn3C)cc21	103	-0.9
Cc1ccc(C(=O)c2sc3[nH]c(=O)c(C(=O)O)cc3c2N)cc1	97	-1.8

(cont.)
smiles | PV pol inh | PV pol inh FP z-score
O=C(NC1CCCC1)c1cccc(S(=O)(=O)Nc2ccccc2F)c1 | 102 | 0.3
COc1ccccc1N1CCN(c2csc3ccccc3c2=O)CC1 | 104 | -0.5
N#Cc1ccccc1NC(=O)CSc1ccccc1 | 101 | -0.2
O=c1c2ccccc2nc(-c2ccncc2)n1-c1ccc(Cl)cc1 | 102 | 0.2
Cc1nc(C)c2c(c1C(F)(F)F)-c1ccccc1C2(F)F | 109 | 0.7
CCOC(=O)c1ccccc1NC(=O)CSc1cn(CC(=O)N2CCOCC2)c2ccccc12 | 108 | -0.7
COc1ccc(OCC(=O)N2CCN(S(=O)(=O)c3ccc(OC)cc3)CC2)cc1 | 105 | 0.9
CCc1ccc(NC(=O)CSc2ccc3nnc(-c4ccccn4)n3n2)cc1 | 103 | 0.9
O=C(Nc1cccc(C(F)(F)F)c1)C1CCN(S(=O)(=O)c2ccccc2)CC1 | 102 | -0.1
CCOC(=O)c1c(C)[nH]c(C)c1S(=O)(=O)N1CCCC(C(=O)Nc2ccccc2OCC)C1 (stereo not given) | -7.0* | -8*
CCn1c(=O)cc(SCC(=O)N(C)Cc2ccccc2)c2ccccc21 | 103 | 0.3
Cn1c(=O)oc2cc(S(=O)(=O)Nc3ccc(O)cc3)ccc21 | 107 | 0.4
Cc1cc(C)cc(-n2ccn3c(CCCC(=O)O)nnc3c2=O)c1 | 99 | -0.3
CS(=O)(=O)N(CC(=O)O)c1ccc(Cl)cc1 | 101 | -0.4
COc1cccc(NC(=O)C2CCN(c3ccc(Sc4ccc(C)cc4)nn3)CC2)c1 | 102 | -0.9
COc1ccc(NCc2ccc3c(c2)OCO3)cc1 | 100 | -0.4
CC(C)c1ccc(NC(=O)c2ccc(F)c(S(=O)(=O)N3CCc4ccccc4C3)c2)cc1 | 105 | 0.4
O=C(O)C1CCCCC1C(=O)NC1CCCCC1 (stereo not given) | 102 | 0.5
Cn1c(SC/C([O-])=c2/sc3n(c2=O)c2ccccc2[n+]3C)nc2ccccc21 | 105 | 0.3
Cc1cc(C(=O)COC(=O)C2CC2C)c(C)n1-c1cccc(S(=O)(=O)N2CCOCC2)c1 (stereo not given) | 102 | -0.1
O=C(Nc1ccc(Br)cc1)c1cc(S(=O)(=O)NC2CCCC2)ccc1F | 104 | -0.8
CCC(Oc1ccc(F)cc1)C(=O)Nc1nc2c(s1)CCCC2 (stereo not given) | 105 | 0.1
Cn1ccc(-c2cccc(NC(=O)Nc3ccccc3)c2)n1 | 111 | 1.5
Cc1ccc(/C(O)=C/C(=O)C(=O)Nc2ccc(S(=O)(=O)N3CCOCC3)cc2)cc1C | 105 | 1
COc1cc(OC)cc(-c2nc3nc(C)c(CCC(=O)Nc4ccc(Cl)cc4)c(C)n3n2)c1 | 104 | -1
c1coc(-c2nc3ccccn3c2Nc2ccc3c(c2)OCCO3)c1 | 107 | 0.7
O=C(CSc1nnnn1-c1ccc(O)cc1)c1ccc2c(c1)OCCO2 | 110 | 0.8
Cc1cc(C)n(CC(O)CNCc2ccco2)n1 (stereo not given) | 101 | -0.2
Cc1ccc2[nH]c3c(=O)n(N)c(C)nc3c2c1 | 100 | -0.4
O=C(Nc1sc2c(c1C(=O)N1CCCCC1)CCCC2)c1ccccc1Cl | 105 | 0.1
CC(NC(=O)Cc1cccc2ccccc12)C(=O)N1CCC(=O)CC1 (stereo not given) | 99 | -0.1
COc1cccc(CNC(=O)C2Cc3cc(S(=O)(=O)N4CCCCCC4)ccc3N2C(C)=O)c1 (stereo not given) | 112 | 1.4
Cc1cccc(Cn2c(SCc3ccc(C(=O)NC4CCCCC4)cc3)nc3cccnc32)c1 | 110 | 0
COC(CNC(=O)c1cccc(NS(=O)(=O)c2ccc(Cl)cc2)c1)OC | 100 | 0.1
O=C(O)/C=C/c1ccc(F)cc1 | 104 | 0.4
O=C1C2C(C(=O)N1/N=C/c1cccc(I)c1)C1C=CC2C12CC2 (stereo not given) | 103 | 0.5
CC1Cc2ccccc2N1C(=O)CSc1nncn1-c1ccccc1 (stereo not given) | 108 | 0.4
